# Assay outcomes deposited in PubChem by several laboratories.
# LEDGF integ inh: blocks HIV-1 LEDGF/p75-dependent DNA integration. TR-FRET IN-LEDGF/p75 DNA integration, Eu/Cy5. inhibition, % at 3.7 µM. 370,000 tested, 0.64% active;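 active = inhibition above the screen-wide mean plus 3 SD, cut at about 13% in these data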;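 also: signal is the Cy5 over europium emission ratio at 671 and 618 nm; 0% = plate median of compound wells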
# mABHD4 FP: inhibitors of mouse ABHD4 | inhibition, % at 8.92 µM | purified mABHD4, FP-Rh probe fluorescence polarization | 370,000 tested, 0.54% active;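 active = inhibition exceeding the mean over every tested compound plus 3 SD, cut at about 30% in these data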;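 also: 0% = plate median of compound wells and 100% = S159A mutant with DMSO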
#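 Test system: mABHD4 protein | Buffer or medium: HEPES pH 7.0 buffer, 150 mM NaCl, 0.01% Pluronic F-127 | Probe or stimulus: FP-Rh fluorescent activity-based probe, added after compound pre-incubation | Timing: Pre-incubation 45 min, probe exposure 60 min, at 25 °C | Technique: Fluorescence polarization, excitation 525 nm, emission 598 nm, BODIPY TMR filters | Repeats: Single well per compound (singlicate)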
# PG9 binder: binds the HIV-1 gp120 antibody PG9; TR-FRET gp120-PG9 antibody binding; inhibition, % at 6.7 µM; 360,000 tested, 0.43% active; in the data active = inhibition above about 8.5%
# PRMT1 FP inh: blocks human protein arginine methyltransferase 1 | inhibition, % at 2.79 µM | 370,000 tested, 1.3% active | recombinant PRMT1, activity-based probe fluorescence polarization;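 active = inhibition above about 21% made by adding two undisclosed values, limit read from the data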
# Target sequence (Q99873 whole entry, looked up): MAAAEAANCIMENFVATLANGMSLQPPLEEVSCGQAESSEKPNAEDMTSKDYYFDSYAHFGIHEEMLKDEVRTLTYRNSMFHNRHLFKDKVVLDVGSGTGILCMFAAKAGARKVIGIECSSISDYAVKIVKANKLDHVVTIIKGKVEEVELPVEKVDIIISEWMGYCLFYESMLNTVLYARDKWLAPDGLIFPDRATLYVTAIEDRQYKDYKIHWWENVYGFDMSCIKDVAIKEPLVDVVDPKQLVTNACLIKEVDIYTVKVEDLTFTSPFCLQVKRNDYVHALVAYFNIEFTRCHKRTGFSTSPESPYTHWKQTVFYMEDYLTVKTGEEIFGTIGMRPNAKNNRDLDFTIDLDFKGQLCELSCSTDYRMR
# SIAE inh: blocks human sialic acid acetylesterase. SIAE FP-Rh probe binding, fluorescence polarization. inhibition, % at 9.66 µM. 370,000 tested, 0.69% active. AID 1053197;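 active = inhibition above a cutoff: mean of compounds within the control limits plus 3 SD of those, cut at about 17% in these data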;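 also: 0% = plate median of compound wells and 100% = probe without SIAE protein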
# HTRA1 inh: inhibitors of human serine peptidase HTRA1 | AID 504803 | Q92743 | 340,000 tested, 0.5% active | inhibition, % at 5.96 µM | recombinant HTRA1, FP-rhodamine activity-based probe, fluorescence polarization; in the data active = inhibition above about 36%;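 also: 0% = enzyme with DMSO and 100% = wells lacking enzyme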
# TDP2 inh: blocks human TDP2 phosphodiesterase activity | O95551 | recombinant TDP2, T5PNP hydrolysis, p-nitrophenol absorbance 415 nm | inhibition, % at 12.8 µM | 370,000 tested, 0.34% active | AID 720702;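 active = inhibition above the mean of all tested compounds plus 3 SD, set per campaign, cut at about 25% in these data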;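 also: 0% = DMSO with enzyme and 100% = buffer with substrate but no TDP2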
#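 Incubation: 2 h at 37 °C; Test system: recombinant human TDP2; Quantity: enzyme 120 nM; Read-out basis: percent inhibition; Medium: 50 mM Tris-HCl pH 7.5 with Mg2+, KCl, DTT, BSA; Repeats: single replicate; Compound: 12.8 µM single point, 1% DMSO; Signal: epi absorbance; Reagent: 5 mM T5PNP chromogenic substrate; Benchmarks: no-enzyme high, DMSO-plus-enzyme low.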
# TCR-CD3 inh: blocks the human TCR-CD3 interaction; TAMRA-labeled TCR probe fluorescence, biochemical; AID 651800; 360,000 tested, 0.37% active; inhibition, % at 9.4 µM; in the data active = inhibition above about 19%;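 also: recombinant mutant TCR 2C K166C tagged with TAMRA read by polarization; 0% = receptor in buffer alone and 100% = receptor with positive control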
# NR1D1 modulator: modulates human Rev-erb alpha binding to DNA. P20393. Rev-erbα–FITC-DNA binding, fluorescence polarization, 90 min. activity, % at 10 µM. 370,000 tested, 0.79% active;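 active = activity above about 14%, limit read from the data; passing the limit was not always enough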;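 also: 0% = DMSO wells with 35 nM protein and 100% = DMSO wells with 750 nM protein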
# Target sequence (P20393 whole entry, looked up): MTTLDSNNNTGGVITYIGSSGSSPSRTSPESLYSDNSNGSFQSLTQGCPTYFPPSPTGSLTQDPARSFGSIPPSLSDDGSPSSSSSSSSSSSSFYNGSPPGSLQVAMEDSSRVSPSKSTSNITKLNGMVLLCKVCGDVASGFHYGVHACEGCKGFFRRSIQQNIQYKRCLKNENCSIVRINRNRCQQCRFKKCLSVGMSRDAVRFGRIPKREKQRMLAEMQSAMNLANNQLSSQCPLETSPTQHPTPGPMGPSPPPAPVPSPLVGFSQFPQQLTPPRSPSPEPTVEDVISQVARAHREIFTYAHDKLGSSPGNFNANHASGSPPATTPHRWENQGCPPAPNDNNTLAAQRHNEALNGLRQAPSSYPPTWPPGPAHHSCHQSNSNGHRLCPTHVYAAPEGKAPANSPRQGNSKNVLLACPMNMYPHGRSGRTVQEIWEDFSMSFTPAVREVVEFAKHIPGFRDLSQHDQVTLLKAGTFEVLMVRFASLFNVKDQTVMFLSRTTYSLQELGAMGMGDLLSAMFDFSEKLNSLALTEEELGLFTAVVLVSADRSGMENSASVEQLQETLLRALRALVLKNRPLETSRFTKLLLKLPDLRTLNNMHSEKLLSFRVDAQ
# rCAG binder: molecules binding r(CAG) RNA repeats. r(CAG) RNA repeat, TO-PRO-1 dye displacement fluorescence. 370,000 tested, 1.3% active. inhibition, % at 3 µM. AID 651821;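 active = inhibition above the plate cutoff, the mean of all test compounds on that plate plus 3 SD, cut at about 35% in these data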;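 also: 0% = DMSO alone and 100% = 100 µM mitoxantrone as full dye displacement; higher means more dye released from RNA so lower well fluorescence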
# An asterisk follows results filed as active; . = no result given.
entry	smiles	LEDGF integ inh	mABHD4 FP	PG9 binder	PRMT1 FP inh	SIAE inh
1	CCCCC1O[C@@H](C)[C@@H]2CN3CCc4c([nH]c5ccccc45)[C@@H]3C[C@@H]2N1C (stereo not given in full)	-3	2	-1.2	5	9
2	Cc1cccc(C)c1OCC(O)Cn1nnc2ccccc21 (stereo not given)	4	-5	-0.9	-1	3
3	CCOc1ccc(S(=O)(=O)N2CCCCC2)cc1NC(=O)CN1C(=O)NC(C)(C2CC2)C1=O (stereo not given)	6	-4	-2.4	-2	2
4	Cn1ncc2c(Nc3ccc(O)cc3)nc(Cl)nc21	1	0	-1.2	0	2
5	COc1ccc(OCC(=O)N/N=C(\C)c2cc3ccccc3o2)cc1	-2	-5	0.2	4	-1
6	CCc1ccccc1-n1c(SCC(=O)c2c(N)n(C3CC3)c(=O)[nH]c2=O)nnc1N1CCOCC1	-5	3	-1.1	-2	1
7	COc1ccc(CNC(=O)C(C)N(Cc2ccccc2OC)C(=O)c2snc(C(N)=O)c2N)cc1 (stereo not given)	5	-1	0.9	-2	0
8	CNc1nc(OCCNC(=O)Nc2ccccc2)nc(N2CCOCC2)n1	2	4	-0.4	-4	4
9	Cn1c(C(=O)NCCN2CCOCC2)cc2c(=O)n3ccccc3nc21	0	4	2.7	6	1
10	CN1CCN(C(=O)c2cc(-c3ccccc3)on2)CC1	-9	-5	0.5	5	2
11	CCc1nnc(NC(=O)CN2CC(C)OC(C)C2)s1 (stereo not given)	-5	-8	-0.8	10	0
12	CCCCn1c(SCc2nc(N)nc(Nc3ccccc3C)n2)nc2ccccc2c1=O	-4	-3	2.7	1	-19

entry	HTRA1 inh	TDP2 inh	TCR-CD3 inh	NR1D1 modulator	rCAG binder
1	.	-7	0	12	0
2	3	8	-3	-1	-8
3	-3	11	0	-3	4
4	11	-5	3	-2	1
5	-9	6	-1	3	-4
6	0	6	0	0	1
7	-7	10	6	15	-4
8	7	0	4	-1	-4
9	2	0	0	-6	-1
10	3	-1	-5	-2	-6
11	-1	-17	-7	2	-2
12	-79	4	-3	5	6

# Whole records, looked up by structure. Screens in order: LEDGF integ inh, mABHD4 FP, PG9 binder, PRMT1 FP inh, SIAE inh, HTRA1 inh, TDP2 inh, TCR-CD3 inh, NR1D1 modulator, rCAG binder
# `CCOc1ccc(S(=O)(=O)N2CCCCC2)cc1NC(=O)CN1C(=O)NC(C)(C2CC2)C1=O` (stereo not given) is entered as 6, -4, -2.4, -2, 2, -3, 11, 0, -3, 4
# `Cn1ncc2c(Nc3ccc(O)cc3)nc(Cl)nc21` is entered as 1, 0, -1.2, 0, 2, 11, -5, 3, -2, 1
# `CCc1nnc(NC(=O)CN2CC(C)OC(C)C2)s1` (stereo not given) is entered as -5, -8, -0.8, 10, 0, -1, -17, -7, 2, -2

# Three entries from above, set out differently:
entry	SMILES	LEDGF integ inh	mABHD4 FP	PG9 binder	PRMT1 FP inh	SIAE inh	HTRA1 inh	TDP2 inh	TCR-CD3 inh	NR1D1 modulator	rCAG binder
1	CCCCC1O[C@@H](C)[C@@H]2CN3CCc4c([nH]c5ccccc45)[C@@H]3C[C@@H]2N1C (stereo not given in full)	-3	2	-1.2	5	9	.	-7	0	12	0
2	Cc1cccc(C)c1OCC(O)Cn1nnc2ccccc21 (stereo not given)	4	-5	-0.9	-1	3	3	8	-3	-1	-8
3	CCOc1ccc(S(=O)(=O)N2CCCCC2)cc1NC(=O)CN1C(=O)NC(C)(C2CC2)C1=O (stereo not given)	6	-4	-2.4	-2	2	-3	11	0	-3	4

# (list continues)
entry	smiles	LEDGF integ inh	mABHD4 FP	PG9 binder	PRMT1 FP inh	SIAE inh
13	O=C(CN1CCN(C(=O)C2COc3ccccc3O2)CC1)Nc1ccc(F)cc1 (stereo not given)	4	0	-2.9	-7	8
14	CCOC(=O)c1cccc(NC(=O)CCn2nc(C)c(S(=O)(=O)N3CCCCC3)c2C)c1	-2	-3	-1.0	-4	-3
15	CCN(CC)S(=O)(=O)c1cccc(-c2nnc(SCC(N)=O)n2N)c1	-3	9	0.5	4	2
16	CC(C)(C)NS(=O)(=O)c1ccc(NC(=O)NC2CCCCC2)cc1	2	-4	1.0	1	-1
17	Cc1ccc(OCCn2nc3ccccc3n2)c(C)c1	-1	-8	-0.4	-4	7
18	COc1ccc(CCNC(=O)CCS(=O)(=O)c2ccc3nc(C)sc3c2)cc1OC	-2	5	0.5	0	-2
19	CC(O)(c1cccnc1)c1nc(-c2ccc(F)c(Cl)c2)cs1 (stereo not given)	-2	-7	-1.5	1	1
20	O=Cc1cccn1-c1ccccc1	0	0	-1.8	-1	8
21	Nc1ccn([C@H]2CS[C@@H](CO)O2)c(=O)n1	0	0	-1.2	2	1
22	O=C(O)COc1ccc2c(c1)OCCO2	-2	1	1.5	-1	4
23	CCOC(=O)c1ccc(NS(=O)(=O)c2cccc3nsnc23)cc1	-4	-7	2.5	4	-4
24	CCN(c1ccccc1)S(=O)(=O)c1ccc(C(=O)NCC(c2cccs2)N(C)C)cc1 (stereo not given)	4	-4	-0.8	-2	0

entry	HTRA1 inh	TDP2 inh	TCR-CD3 inh	NR1D1 modulator	rCAG binder
13	.	-13	2	1	-1
14	3	-8	-1	-1	-4
15	1	14	-2	-3	-3
16	-2	1	0	3	-3
17	-15	4	4	0	-6
18	-3	16	2	-3	0
19	.	0	8	1	6
20	-1	7	-1	-7	-1
21	3	4	-2	-6	0
22	-1	3	-4	-3	0
23	2	-13	1	-1	19
24	1	0	-3	-1	-6

# The results go on.
entry	smiles	LEDGF integ inh	mABHD4 FP	PG9 binder	PRMT1 FP inh	SIAE inh
25	Cc1nnc(NC(=O)CSc2nnc(CNC(=O)c3ccccc3F)n2C(C)C)s1	-4	16	-2.0	10	-14
26	CCCCCCCCN1C(=O)[C@H](CC(=O)NCCCOC)C[C@@]2(C(=O)OC)CCCCC=C12	0	-11	-1.1	-4	-2
27	C[C@@H]1CN([C@H](C)CO)S(=O)(=O)c2ccc(Br)cc2O[C@@H]1CN(C)C(=O)Nc1ccc(C(F)(F)F)cc1	-6	-13	-1.4	0	-11
28	CC(C)c1ccc(/C=N/n2c(-c3ccccc3)n[nH]c2=S)cc1	7	-10	1.1	51*	4
29	OCC[C@@H]1C[C@@H](O)[C@H](O)[C@]2(CCc3ccccc3CO2)O1	2	2	-1.9	-2	2
30	CC(C)C(NC(=O)C1CCCCC1)C(=O)Nc1ccc2c(c1)OCCO2 (stereo not given)	1	0	1.7	-2	9
31	O=C(C[C@H]1C(=O)N(Cc2ccccc2)C[C@@H]1Cc1ccccc1)Nc1ccc(Br)cc1	-1	-15	0.5	3	-22
32	O=S(=O)(NCC1CC1)c1cccc(S(=O)(=O)N2CCCC2)c1	-3	-8	0.6	4	-2
33	O=C1C=CC2=C3c4cc(O)c(O)cc4CC3(O)COC2=C1O (stereo not given)	90*	26	-7.0	56*	28*
34	COc1ccccc1NC(=O)c1ccc(S(=O)(=O)NCc2ccco2)cc1	-2	-4	-0.7	-1	-5
35	COc1ccccc1OCCNS(=O)(=O)c1ccc2oc3ccccc3c2c1	-2	-22	-0.2	2	-12
36	COc1ccccc1N1CCN(C2=Nc3cccc4cccc2c34)CC1	-6	6	-5.8	1	5

entry	HTRA1 inh	TDP2 inh	TCR-CD3 inh	NR1D1 modulator	rCAG binder
25	-19	6	3	8	29
26	.	1	8	-1	-1
27	-28	0	1	-8	3
28	-12	-22	-14	-1	39*
29	-3	-9	0	-1	-1
30	-2	-1	9	4	-1
31	-57	-5	-5	-1	6
32	1	-10	-1	4	-1
33	45*	4	88*	-37	43*
34	-5	2	3	0	5
35	-42	0	-7	4	6
36	-4	5	-2	3	-12

# Later entries:
entry	smiles	LEDGF integ inh	mABHD4 FP	PG9 binder	PRMT1 FP inh	SIAE inh
37	CCN(CC)CCN(C(=O)CCS(=O)(=O)c1ccccc1)c1nc2cc(OC)c(OC)cc2s1	1	-1	-0.2	1	4
38	CSc1cc(-c2ccccc2)n(Cc2c(Cl)cccc2Cl)c(=O)c1C#N	-1	-1	-0.8	1	1
39	CCCCNC(=O)c1c(N)[nH]c(C(=O)c2ccccc2)c1-c1ccccn1	-2	3	-0.9	5	4
40	CC(C)Sc1nc2c(c(=O)[nH]c(=O)n2C)n1Cc1ccc(Cl)cc1	3	0	-2.2	0	8
41	CCCCCc1cc(O)c2c(C)cc(=O)oc2c1	-1	-30	7.8	2	-5
42	FC(F)(F)C(F)(F)c1nc2nc(Cl)c(Cl)nc2[nH]1	-5	-9	3.0	3	1
43	COc1cccc(-c2n[nH]nc2C2=CC(=O)C[C@H](c3ccc(F)cc3)C2)c1	4	-19	0.3	9	0
44	COc1cccc(C(O)c2nccn2Cc2ccccc2)c1OC (stereo not given)	-9	-4	-1.0	5	1
45	N=C1/C(=C/c2cccn2Cc2ccc(F)cc2)C(=O)N=C2SC=CN12	2	-13	-0.3	-1	-13
46	COc1ccc(-c2csc(N(Cc3ccco3)C(=O)c3cccs3)n2)cc1	-3	-14	-0.3	-1	-13
47	O=C(O)c1cc(N2C(=O)C3CCCCC3C2=O)ccc1NCc1cccnc1 (stereo not given)	-9	8	-0.3	6	-3
48	CC(C)CN(CC(C)C)C(=O)c1cn(C(C)c2ccccc2)nn1 (stereo not given)	5	0	.	6	3

entry	HTRA1 inh	TDP2 inh	TCR-CD3 inh	NR1D1 modulator	rCAG binder
37	5	-14	-4	-4	-9
38	1	3	2	13	2
39	.	-2	-3	3	-2
40	-6	1	6	-8	-2
41	-24	-16	3	-3	8
42	1	-4	-5	4	2
43	-23	-4	-3	-4	34
44	-6	-6	-4	-3	-5
45	-25	-14	-10	-13	9
46	-28	8	5	-2	11
47	-6	-3	-3	-4	7
48	.	3	.	4	-1

# Remaining list, next part.
entry	smiles	LEDGF integ inh	mABHD4 FP	PG9 binder	PRMT1 FP inh	SIAE inh
49	CCn1c(=O)c(C(=O)CN(C)Cc2ccc(F)cc2)c(N)n(Cc2ccccc2)c1=O	-9	2	-0.3	-1	-2
50	c1ccc(-c2ccc(OCCCn3cncn3)cc2)cc1	1	2	-2.3	-2	-4
51	Cc1ccccc1-c1cc2nc(Oc3ccc4c(c3)OCO4)n(C)c(=O)c2s1	0	-4	2.9	1	-10
52	CCCCc1nnc(NC(=O)CSCc2cc(=O)n3cc(C)sc3n2)s1	1	1	-0.6	-1	-2
53	CCCNC(=S)N(Cc1ccccc1)Cc1nc2ccccc2c(=O)[nH]1	-4	-5	-0.9	3	-2
54	O=C(NNC(=S)Nc1ccccc1)C1CC1	-7	-2	-1.6	1	-1
55	Cc1ccccc1CN1[C@@H](C(C)C)COCCS1(=O)=O	0	-5	0.8	0	5
56	O=C(COc1ccccc1)NCC(=O)NC1=NCCS1	2	3	2.9	3	-4

entry	HTRA1 inh	TDP2 inh	TCR-CD3 inh	NR1D1 modulator	rCAG binder
49	0	-6	0	5	-9
50	-2	-6	5	-3	-4
51	.	-4	2	6	5
52	5	14	0	-2	-4
53	-6	-7	2	3	-2
54	-5	4	-5	-2	0
55	1	-2	-2	4	1
56	4	-1	4	-1	2

# Only part of the results is shown, so the mix of outcomes need not match the whole.
